D3 ag: qHTS of D3 Dopamine Receptor Agonist: qHTS. D(3) dopamine receptor (Homo sapiens), P35462. D3R DiscoveRx beta-arrestin cells, luminescence, 90 min. max activation, %. 0.58% of 410,000 active. AID 652048, 2013; in the data active means max activation above about 30%; further: 0% is about no effect; mostly tested at two doses, the higher about 12 µM
Target sequence (P35462 whole entry, looked up): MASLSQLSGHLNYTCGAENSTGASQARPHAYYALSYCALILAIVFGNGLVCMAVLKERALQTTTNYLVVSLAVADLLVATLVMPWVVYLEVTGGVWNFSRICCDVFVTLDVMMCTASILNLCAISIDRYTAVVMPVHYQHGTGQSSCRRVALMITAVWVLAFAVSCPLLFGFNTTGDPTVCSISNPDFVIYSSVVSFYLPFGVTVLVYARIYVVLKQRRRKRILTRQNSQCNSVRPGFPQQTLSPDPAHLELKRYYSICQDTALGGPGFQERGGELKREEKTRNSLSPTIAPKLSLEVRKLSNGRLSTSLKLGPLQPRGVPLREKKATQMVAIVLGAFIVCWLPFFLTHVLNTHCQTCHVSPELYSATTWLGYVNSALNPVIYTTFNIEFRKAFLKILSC
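Agonist mode: compounds and dopamine controls were applied to plated cells for 90 min at 37 degrees C after an overnight attachment at 1500 cells/well. Luminescent read-out followed 30 - 60 minutes at room temperature with DiscoveRx detection reagent.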
HT1080 IDH1KD tx: qHTS for induction of synthetic lethality in tumor cells producing 2HG: qHTS for the HT-1080-IDH1KD cell line; HT-1080 IDH1 knockdown viability, ATP luminescence, 48 h; Potency, µM (series often up to 46.1 µM), for the others: at the highest dose activity, negative = toxicity, usual class: cytotoxic; 2% of 360,000 active;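 further: potency means the concentration at half of the fitted maximal effect; 0% = DMSO wells and -100% = cell-free medium wells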
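Luminescent ATP read-out (CellTiter-Glo, 10 min at room temperature) after 48 h compound exposure at 37 °C gave viability of IDH1-knockdown HT-1080 cells. Activity was normalised to DMSO and cell-free wells, then fitted as concentration-response curves.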
DRD3 antagonist: qHTS of D3 Dopamine Receptor Antagonist: qHTS; D(3) dopamine receptor (Homo sapiens), P35462; D3R cells, DiscoveRx beta-arrestin luminescence, antagonist mode; stronger effect = lower value; max response, negative = inhibition, %; 2.5% of 360,000 active; AID 652054, 2013; in the data active means max response below about -50%; inconclusive means no clear call, values can overlap the other calls; further: on the % scale 0 is the no-effect control and ±100 the full control effect; mostly tested at two doses, the higher about 12 µM
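Cells plated overnight at 1500 cells/well, then exposed to library compounds with dopamine controls for 90 minutes at 37 degrees C. DiscoveRx reagent added for 30–60 minutes at room temperature; luminescence read, quantitative HTS format.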
KB-V1 cytotox: qHTS assay for MDR1-selective chemotherapeutics: Primary screen using the drug-selected MDR subline cells KB-V1; 3.4% of 400,000 active; KB-V1 MDR cells viability, CellTiter-Glo, 72 h; Potency, µM (series often up to 46.1 µM), for the others: at the top dose activity change, negative = cytotoxicity, most hits filed as cytotoxic; further: potency means the concentration at half of the fitted maximal effect; on the % scale 0 is the no-effect control and ±100 the full control effect; nearly all actives have a fitted effect of over 60% in size
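qHTS viability screen in drug-selected KB-V1 MDR cells: 72 h compound treatment at 37 degrees C, ATP luminescence end point.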
GLP-1R agonist: qHTS of GLP-1 Receptor Agonists. 0.007% of 380,000 active. HEK293 GLP-1R CRE-luciferase, luminescence, 4-6 h; cells express a hypersensitive GLP-1R form. AID 624172, 2012. Potency, µM (top dose mostly 45.6 µM), for the others: at the top dose activation, hits mostly activators; further: potency means the concentration at half of the fitted maximal effect; % of control where 0% means no effect
Target sequence (P43220 whole entry, looked up): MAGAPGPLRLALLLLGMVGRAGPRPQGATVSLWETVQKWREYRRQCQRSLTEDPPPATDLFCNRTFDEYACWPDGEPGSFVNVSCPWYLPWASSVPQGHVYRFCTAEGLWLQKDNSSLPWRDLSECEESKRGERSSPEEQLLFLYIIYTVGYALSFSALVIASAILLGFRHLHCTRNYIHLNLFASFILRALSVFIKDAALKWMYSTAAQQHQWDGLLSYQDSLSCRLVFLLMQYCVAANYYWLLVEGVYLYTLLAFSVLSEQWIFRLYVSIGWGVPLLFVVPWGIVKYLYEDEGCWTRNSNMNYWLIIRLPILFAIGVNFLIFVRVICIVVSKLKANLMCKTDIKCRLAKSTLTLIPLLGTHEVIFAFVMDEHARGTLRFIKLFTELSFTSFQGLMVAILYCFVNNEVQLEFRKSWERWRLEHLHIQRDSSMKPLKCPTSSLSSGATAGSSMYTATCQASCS
IL-1B inflam inh: qHTS for Inhibitors of Inflammasome Signaling: IL-1-beta AlphaLISA Primary Screen; THP-1 LPS/ATP IL-1B secretion, AlphaLISA, 16 h; stronger effect = lower value; activity change, % at 57.5 µM; 4.7% of 360,000 active; AID 743279, 2014; in the data active means activity change below about -50%; inconclusive means mostly about -30% to -49%; further: on the % scale 0 is the no-effect control and ±100 the full control effect
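Secreted IL-1B measured by AlphaLISA bead assay after 16 h compound exposure of THP-1 cells; compounds (final up to 57.5 uM) added 1 h before LPS (250 ng/mL) and ATP (1.25 mM) stimulation; lower signal means less secretion.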
SW480 rerep: A quantitative high throughput screen for small molecules that induce DNA re-replication in SW480 colon adenocarcinoma cells; 1.8% of 340,000 active; Potency, µM (top dose mostly 46.1 µM), for inactives: at the top dose re-replication activation, hits mostly activators; AID 624297, 2012; SW480 DNA re-replication, Hoechst DNA content imaging, 48 h; further: potency means the concentration at half of the fitted maximal effect; % of control where 0% means no effect; nearly all actives have a fitted effect of over 55% in size
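Hoechst fluorescence of nuclei (405 nm excitation, 500-530 nm emission) measured by plate-scanning imager after 48 hr compound exposure at 37 C; re-replication scored as increased number of nuclei with elevated intensity.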
HT1080-NT tox: qHTS for induction of synthetic lethality in tumor cells producing 2HG: qHTS for the HT-1080-NT fibrosarcoma cell line. 1.6% of 360,000 active. Potency, µM (top dose mostly 46.1 µM), without a hit: at the highest dose activity, negative = less viability, usual class: cytotoxic. AID 686970, 2013. HT-1080-NT fibrosarcoma viability, CellTiter-Glo ATP luminescence, 48 h;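 further: NT is the 2HG producing partner of a matched IDH1 knockdown line; potency means the concentration at half of the fitted maximal effect; 0% = DMSO-treated cells and -100% = media-only wells without cells; nearly all actives have a fitted effect of over 55% in size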
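Read-out is CellTiter-Glo luminescence after 10 minutes at room temperature, following 48 hours' compound treatment of HT-1080-NT cells (750 cells/well, RPMI, 5% FBS, 37 degrees C).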
KB-3-1 cytotox: qHTS assay for MDR1-selective chemotherapeutics: Primary screen using the parental adenocarcinoma cell KB-3-1 | KB-3-1 viability, CellTiter-Glo ATP luminescence, 72 h | Potency, µM (doses to about 46.1 µM), inactives show at the highest dose activity change, negative = cytotoxic, actives largely listed as cytotoxic | 1.4% of 400,000 active | AID 1347075, 2019; further: potency means the concentration at half of the fitted maximal effect; on the % scale 0 is the no-effect control and ±100 the full control effect; nearly all actives have a fitted effect of over 60% in size
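Parental KB-3-1 adenocarcinoma cells in phenol-red-free DMEM with 10% FBS were pin-treated with compounds at several concentrations, incubated 72 h at 37 °C, and viability read by CellTiter-Glo luminescence; concentration-effect curves were fitted after normalization.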
* = called active by the depositor; ? = inconclusive; . = not tested or not shown; & = joins results of further samples; [ ] = dose if it differs, or a comment. Unless noted, the call rests on the fitted dose curve; in most records, active means well fitted curve in the direction sought with a large enough effect; inconclusive means small, poorly fitted or top-dose-only effect, or another doubt; inactive means no such curve, though single readings can be large; an effect the other way counts as inactive or inconclusive.

The line under a structure holds: D3 ag | HT1080 IDH1KD tx | DRD3 antagonist | KB-V1 cytotox | GLP-1R agonist | IL-1B inflam inh | SW480 rerep | HT1080-NT tox | KB-3-1 cytotox
Cc1ccc(C)c(NC(=O)c2sc(Cl)nc2C)c1
→ 11 | 17% | 2 | 4% | 1% | -58* | 0% | 14% | 2%
Cc1cc(C)c2ccc(C(=O)O)nc2c1O
→ -6 | -10% | -63* | -22% | -12% | 12 | -5% | -19% | ?
COc1ccc(-c2nnnn2C)cc1S(=O)(=O)NCc1ccccc1
→ -8 | 0% | -8 | 10% | 3% | 18 | 9% | 7% | -4%
CC(C)OCCCNC(=O)c1cc2c(=O)n(C)c3ccccc3c2n1C
→ -6 | 3% | 3 | ? | -2% | ? | -2% | 0% | -3%
O=c1c2ccccc2[nH]c(=S)n1CCCN1CCOCC1
→ -8 | 13% | -2 | 0% | -2% | 11 | -2% | 21% | 8%
Brc1ccc2nc(N3CCN(c4ccccc4)CC3)sc2c1
→ -2 | 21% | 1 | 3% | 5% | -74* | -4% | ? | -2%
CCN(CC)C(=O)Nc1ccc(Br)cc1
→ 2 | -2% | 8 | 1% | 7% | -9 | 7% | 4% | -1%
O=C(CC(=O)Nc1ccccc1F)Nc1ccccc1F
→ -2 | 2% | -14 | ? | 16% | 16 | -3% | 8% | -1%
COc1ccc(-c2cc(C(=O)Nc3cc(OC)cc(C(=O)Nc4cccc(C(F)(F)F)c4)c3)[nH]n2)cc1
→ -7&13 | ? | 5&15 | -26%&-2% | -4%&-6% | 46&40 | 15% | ? | -2%&-4%
CC(=O)c1ccc(Nc2cnn(C34CC5CC(CC(CC(=O)O)(C5)C3)C4)c(=O)c2Cl)cc1
→ 3 | 0% | 11 | -7% | -1% | -8 | -2% | -9% | -12%
CC(C)NC(=O)NS(=O)(=O)c1cnccc1NC1CC2CCC1C2 (stereo not drawn)
→ 10 | 3%[9.24 µM] | 53 | 0% | -7% | -8 | -5% | 16% | 20%
CCOc1cc2[nH]c(=S)n(CCOC)c(=O)c2cc1OCC
→ 3 | 6% | 3 | -3% | 2% | 22 | -5% | 2% | 8%
O=[N+]([O-])c1ccc(Cl)c(S(=O)(=O)NC2=NCCC2)c1
→ 13 | 19% | -4 | 5% | 8% | 18 | -337%[inhibitor] | 19% | 13%
O=C(CNc1ccc2c(c1)OCO2)N/N=C\c1cn(Cc2ccccc2)c2ccccc12
→ -4 | -20% | 0 | ? | -2% | -6 | -9% | -15% | ?
Cc1nc(SCC(=O)c2ccc(F)c(F)c2)[nH]c(=O)c1Oc1ccc(Cl)cc1
→ 14 | 4% | -13 | 11% | 0% | 43 | -17% | 0% | -5%
COc1ccc(NC(=O)C[C@@H]2C(=O)N(Cc3ccccc3)CC2(C)C)cc1
→ -9 | 0% | -20 | 0% | 0% | 15 | . | 3% | 24%
CNC(=O)c1ccccc1NC(=O)c1cccc(S(=O)(=O)N2CCCCC2)c1
→ 2 | 20% | -7 | 4% | -1% | 10 | 3% | 17% | 1%
CCOC1=C2[C@H](c3ccccc3)N(S(=O)(=O)c3ccccc3)C[C@H]2n2c(=O)n(-c3ccccc3)c(=O)n2C1
→ -3 | 19% | 0 | 14% | -4% | -7 | . | 15% | 0%
CCn1cc(C(=O)NC2CCCCCC2)c2cc(OC)c(OC)cc2c1=O
→ 3 | -4% | 31 | -11% | 0% | 0 | -2% | -1% | 4%
O=C(C1CCCO1)N1CCN(C(c2ccccc2)c2ccccc2)CC1 (stereo not drawn)
→ -5 | -5% | 9 | -10% | -2% | 9 | ? | 5% | -3%
COc1cccc(-c2nc3nc(C)cc(C)n3c2Nc2ccc3c(c2)OCCO3)c1
→ -3 | -12% | 1 | ? | 11% | 6 | . | 7% | 4%
CCc1noc(C)c1C(=O)OCC(=O)NCc1ccc(Cl)cc1
→ -7 | -2% | -8 | -9% | 19% | 22 | -8% | 4% | 0%
COc1ccc(/C=C/C(=O)NC(=S)N2CCN(c3ccccn3)CC2)cc1OC
→ -7 | -1% | 0 | 0% | 0% | 0 | 4% | -8% | 0%
O=C(N1CCN(c2ccccc2F)CC1)C1(c2cccs2)CCOCC1
→ 9 | 14% | 8 | -20% | 1% | -16 | 1% | -18% | -4%
CCn1c(SCC(=O)N2CCN(c3ccccc3)CC2)nnc1-c1cc2cc(Cl)ccc2o1
→ 8 | 17% | 6 | 0% | -6% | -1 | -8% | 7% | 1%
Cn1c(=O)c2c(nc3n(-c4ccc(O)cc4)c(-c4ccc(Br)cc4)cn23)n(C)c1=O
→ -1 | . | . | 0% | 0% | . | . | . | -5%
NS(=O)(=O)c1ccc(N/C=C\C(=O)c2ccc3ccccc3c2)cc1
→ 2 | 8% | 14 | 6% | -14% | 14 | ? | 15% | 0%
CCN(CC)C(=O)C1CCCN(Cc2ccc(OC)c(C)c2)C1 (stereo not drawn)
→ -4 | -7% | ? | 0% | 4% | -21 | 4% | -4% | 1%
O=C(Cc1nc2ccccc2[nH]1)NCc1ccco1
→ -3 | 14% | 7 | 3% | -6% | 0 | -4% | 7% | 2%
Brc1ccc(N=Cc2ccccn2)cc1
→ 5 | 25% | 0 | -30% | 11% | 13 | -14% | 0% | -4%

Rewritten with each value named: entries from further up.
mol: COc1ccc(NC(=O)C[C@@H]2C(=O)N(Cc3ccccc3)CC2(C)C)cc1
  D3 ag = -9	HT1080 IDH1KD tx = 0%	DRD3 antagonist = -20	KB-V1 cytotox = 0%	GLP-1R agonist = 0%	IL-1B inflam inh = 15	SW480 rerep = .	HT1080-NT tox = 3%	KB-3-1 cytotox = 24%
mol: CNC(=O)c1ccccc1NC(=O)c1cccc(S(=O)(=O)N2CCCCC2)c1
  D3 ag = 2	HT1080 IDH1KD tx = 20%	DRD3 antagonist = -7	KB-V1 cytotox = 4%	GLP-1R agonist = -1%	IL-1B inflam inh = 10	SW480 rerep = 3%	HT1080-NT tox = 17%	KB-3-1 cytotox = 1%

Later entries:
The line under a structure holds: D3 ag | HT1080 IDH1KD tx | DRD3 antagonist | KB-V1 cytotox | GLP-1R agonist | IL-1B inflam inh | SW480 rerep | HT1080-NT tox | KB-3-1 cytotox
COC(=O)CSc1nnc(-c2ccoc2C)n1-c1ccc(OC)cc1
→ -1 | -1% | -22 | 12% | -1% | -14 | 0% | -4% | 4%
CC(=O)NC(c1ccc2ccccc2c1)c1ccc2cccnc2c1O (stereo not drawn)
→ 21 | ? | 17 | ? | 4% | 139 | ? | ? | ?
COc1ccc(/C=C/C(=O)OCC(=O)NCCNC(=O)COC(=O)/C=C/c2ccc(OC)cc2)cc1
→ -4 | 5% | ? | 27% | 6% | 0 | 4% | 5% | 15%
Cc1ccccc1OCC(=O)Nc1ccc2c(c1)C(=O)c1ccccc1C2=O
→ -1 | 6% | -10 | 6% | 3% | -2 | 3% | 4% | 10%
O=C(NCc1ncc(C(F)(F)F)cc1Cl)Nc1ccccc1
→ 6 | 19% | -4 | -22% | 11% | -10 | -8% | 27% | 4%
CCOC(=O)C1=C(CN2CCCCCC2)NC(=O)NC1c1cccc([N+](=O)[O-])c1 (stereo not drawn)
→ 3 | -13% | 9 | -28% | 20% | ? | -6% | -9% | 12%
COc1ccc(CC(=O)Nc2ccccc2-c2ccccc2)cc1OC
→ 8 | -9% | 7 | 15µM* | 7% | -28 | 1% | -7% | ?
COc1ccc(C2C3=C(N=C4SCC(=O)N42)c2ccccc2CC3)cc1OC (stereo not drawn)
→ 7 | -26% | 6 | -17% | 2% | -16 | ? | -25% | -10%
COc1ccc(Cl)cc1NC(=S)N1CCN(S(C)(=O)=O)CC1
→ -14 | 11% | -9 | 3% | -2% | 0 | 9% | 3% | -2%
COc1ccc(N=C2S/C(=C\c3ccc(C)o3)C(=O)N2CC(C)C)cc1
→ -3 | 15% | ? | -22% | -2% | -20 | 15% | 19% | 17%
Cc1ccsc1/C=C/c1ccc2ccccc2n1
→ 4 | -7% | -12 | ? | -3% | -20 | -2% | -7% | ?
CN(C)c1ccc(P(=O)(OCc2ccccc2)C(O)c2ccccc2F)cc1 (stereo not drawn)
→ 8 | 5% | -6 | ? | 19% | -10 | -7% | 0% | 10%
COc1ccc(C)cc1N(C(=O)c1snc(C(N)=O)c1N)C(C(=O)NC1CCCC1)c1ccc(F)cc1 (stereo not drawn)
→ 3 | -15% | 5 | -26% | 8% | -12 | ? | ? | ?
CCCn1cc(SCC(=O)NCc2ccco2)c2ccccc21
→ 2 | -27% | -18 | ? | 0% | 0 | 0% | 6% | 1%
COc1ccc(NC(=O)c2cccs2)cn1
→ 10 | 26% | -3 | ? | 6% | -4 | -3% | ? | 7%
CCOc1cccc2sc(N(CCCN(C)C)C(=O)c3ccc(S(=O)(=O)N4CCc5ccccc5C4)cc3)nc12
→ -10 | -5% | -28 | 3% | -6% | ? | ? | -18% | -1%
O=C(NC1CCCCC1)C(c1ccccc1)N(C(=O)c1csnn1)C1CCCC1 (stereo not drawn)
→ 24 | 1% | 6 | -22% | 0% | -9 | -1% | 1% | 1%
O=C(COc1ccc(-c2ccccc2)cc1)N/N=C/c1ccccc1Br
→ 20 | 1% | 14 | 0% | 0% | -9 | 2% | -1% | 10%
CCN(CC)c1ccc(/C=N/Nc2nc(C)cc(=O)[nH]2)cc1
→ -3 | 1% | 9 | ? | 6% | 2 | 4% | 2% | 6%
C=CCn1c(SCC(=O)NCc2ccco2)nc2sc(C)c(C)c2c1=O
→ 1 | 18% | -4 | -25% | 0% | 25 | -3% | 13% | 2%

Screens deposited in PubChem BioAssay by National Center for Advancing Translational Sciences (NCATS).
